Compound activity deposited in PubChem by The Scripps Research Institute Molecular Screening Center.
TAAR1 antag: human TAAR1 antagonism. 1.5% of 360,000 active. inhibition, % at 3 µM. Q96RJ0. CHO RD-HGA16 TAAR1, Fluo-8 calcium fluorescence, antagonist;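 active = inhibition above a per-plate cutoff, the mean inhibition of test compounds on that plate plus 3 SD, cut at about 49% in these data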;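 also: 0% = DMSO plus EC80 beta-PEA response and 100% = DMSO alone without agonist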
Target sequence (Q96RJ0 whole entry, looked up): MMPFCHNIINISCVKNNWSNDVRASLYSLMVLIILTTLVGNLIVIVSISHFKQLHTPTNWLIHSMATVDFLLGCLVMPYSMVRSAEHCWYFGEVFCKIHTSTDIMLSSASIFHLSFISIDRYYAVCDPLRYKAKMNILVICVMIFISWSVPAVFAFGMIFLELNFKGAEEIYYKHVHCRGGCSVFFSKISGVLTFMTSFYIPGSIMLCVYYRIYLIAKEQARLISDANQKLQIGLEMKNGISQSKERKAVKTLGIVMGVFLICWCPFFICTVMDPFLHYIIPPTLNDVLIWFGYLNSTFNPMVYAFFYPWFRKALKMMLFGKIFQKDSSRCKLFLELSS
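Assay system: RD-HGA16 CHO cells with stable hTAAR1 and Gα16 / Reagent: EC80 β-phenethylamine stimulus / Doses: 3 µM, single point / Timing: dye loading 75 min at 37 °C, then 30 min room temperature / Measured by: Fluo-8 intracellular calcium dye fluorescence, real-time kinetic reads / Controls: vehicle wells and EC80 agonist wells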
OXTR potentiate: human OXTR potentiation; activation, % at 3 µM; CHO-OTR cells, Fluo-8 calcium fluorescence, potentiator mode; 0% = oxytocin EC15, 100% = EC100; 0.061% of 320,000 active;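 active = activation above that plate's cutoff, the mean activation of tested compounds plus 3 SD, cut at about 6.6% in these data, passing the limit was not always enough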;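 also: 100% uses oxytocin at 75 nM as the full agonist control; some results filed as inactive read as strong as hits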
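Dosing: Single dose, 3.0 µM nominal final compound concentration | Material: Human OTR in CHO cells | Technique: Kinetic Fluo-8 calcium fluorescence | Benchmarks: EC15 oxytocin alone as 0%, 75 nM oxytocin as 100% | Probe or stimulus: Oxytocin at about EC15, sub-maximal agonist stimulus | Incubation: Compound 6 min at room temperature before oxytocin, 100 s read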
CHO parental Ca: signal in parental CHO cells, OX1R antagonist counter-screen; parental CHO-K1, ATP-induced calcium, Fluo-8 fluorescence; inhibition, % at 5.6 µM; 0.63% of 330,000 active; AID 463079;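 active = inhibition above that plate's mean sample inhibition plus 3 SD, cut at about 26% in these data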;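 also: 0% = ATP-challenged DMSO wells and 100% = DMSO wells without ATP; some compounds past the cut are filed as inactive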
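Assay system: parental CHO cells; Read-out basis: percent inhibition of ATP-evoked calcium rise, normalized to controls; Benchmarks: ATP and no-ATP DMSO wells; Compound dosing: single nominal dose of 5.6 µM per compound; Signal: Fluo-8 calcium dye fluorescence; Also added: ATP as calcium-mobilizing challenge; Repeats: singlicate.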
M1 antag: human CHRM1 antagonism | CHO-K1 hM1, Fluo-8 calcium fluorescence, ACh EC80 antagonist | inhibition, % at 3 µM | 1.3% of 360,000 active;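 active = percent inhibition above its own plate's cutoff, namely the mean of that plate's compound wells plus 3 SD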;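 also: peak over basal fluorescence ratio during 140 s after agonist addition; 0% = ACh EC80 plus DMSO and 100% = DMSO alone without agonist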
CHRM1 agonist: activates human CHRM1 receptor. activation, % at 3 µM. 0.33% of 360,000 active. CHO-K1 hM1, Fluo-8 calcium fluorescence, agonist mode; 0% DMSO, 100% acetylcholine EC100. P11229;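 active = activation above the run's mean compound activation plus 3 SD, cut at about 16% in these data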;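 also: peak over basal fluorescence ratio within a 140 s kinetic read after compound addition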
TAAR1 agonist: human TAAR1 agonism. Q96RJ0. CHO RD-HGA16 TAAR1, Fluo-8 calcium fluorescence; vehicle wells 0%, saturating PEA agonist 100%. activation, % at 3 µM. 0.99% of 360,000 active;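 active = activation above the mean activation of all test compounds in the run plus 3 SD, cut at about 38% in these data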
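Assay system: CHO-derived RD-HGA16 cells with stable Gα16 and human TAAR1; timing: 17-24 h seeding, 75 min 37 °C dye, 30 min RT; read-out: % activation from peak over basal fluorescence ratio, DMSO-to-PEA scaled; measured by: kinetic Fluo-8 calcium fluorescence; benchmarks: low control DMSO, high control PEA (EC100); doses: 3 µM single concentration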
V1aR counter: activates human V1a receptor in oxytocin agonist counter-screen | P37288 | activation, % at 3 µM | 0.25% of 320,000 active | CHO-V1R cells, Fluo-8 calcium fluorescence, agonist mode; 0% DMSO, 100% 3 nM vasopressin | AID 2797;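 active = activation above the mean activation of all tested compounds plus 3 SD, per screening run, cut at about 20% in these data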;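 also: signal is peak over basal fluorescence ratio across a 100 second FLIPR read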
Target sequence (P37288 whole entry, looked up): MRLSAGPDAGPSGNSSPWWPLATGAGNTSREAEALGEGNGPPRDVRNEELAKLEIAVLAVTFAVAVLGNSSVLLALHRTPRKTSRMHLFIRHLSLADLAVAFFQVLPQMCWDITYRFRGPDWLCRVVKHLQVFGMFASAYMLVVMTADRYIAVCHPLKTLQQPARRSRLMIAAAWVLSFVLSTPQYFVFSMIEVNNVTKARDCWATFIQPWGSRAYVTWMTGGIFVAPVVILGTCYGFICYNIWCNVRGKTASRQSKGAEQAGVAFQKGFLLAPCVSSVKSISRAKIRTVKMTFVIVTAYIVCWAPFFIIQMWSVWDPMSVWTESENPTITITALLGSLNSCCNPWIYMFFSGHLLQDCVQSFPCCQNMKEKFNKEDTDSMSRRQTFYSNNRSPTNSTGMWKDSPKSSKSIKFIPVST
CHRM1 PAM: positive allosteric modulators of human M1 muscarinic receptor | P11229 | CHO-K1 hM1, Fluo-8 calcium fluorescence, ACh EC20; 0% = ACh EC20, 100% = maximal ACh | activation, % at 3 µM | 0.088% of 360,000 active; in the data active = activation above about 19%, passing the limit was not always enough
OXTR ag: human OXTR agonism. P30559. CHO-OTR cells, Fluo-8 calcium fluorescence; normalized: DMSO 0%, oxytocin 100%. activation, % at 3 µM. 0.32% of 320,000 active;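 active = activation above the mean of all tested compounds plus 3 SD, cutoff set per screening run, cut at about 20% in these data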;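 also: peak over basal fluorescence ratio from a 100 s FLIPR kinetic read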
The depositor's hits bear a star; · = no result given.

Start of the data: the first six entries as a preview:
SMILES | TAAR1 antag | OXTR potentiate | CHO parental Ca | M1 antag | CHRM1 agonist | TAAR1 agonist | V1aR counter | CHRM1 PAM | OXTR ag
O=C(NN=Cc1ccccc1C(=O)O)c1cccc(S(=O)(=O)Nc2cccc(C(F)(F)F)c2)c1 | -6 | -7 | -2 | 3 | -3 | 7 | 0.9 | 3 | 1.5
O=C(NCc1ccccc1)C1CCC(CNS(=O)(=O)c2cccs2)CC1 (stereo not drawn) | 14 | -11 | -8 | -17 | -6 | 2 | 2.2 | 15 | 2.1
CC(=O)Nc1ccc(NC(=O)C(C)OC(=O)c2oc3ccccc3c2C)cc1 (stereo not drawn) | -26 | -8 | -21 | 20 | -7 | 6 | -0.4 | -17 | 0.3
O=C(NCCCn1ccnc1)C(=O)Nc1ccccc1 | -29 | -12 | -11 | 2 | -6 | 1 | 0.5 | 2 | 0.4
COc1ccc(CNc2ccc(Cl)cc2)cc1Cn1ccnc1 | 17 | -11 | -21 | -2 | 17* | 5 | 9.0 | -1 | 7.7
COCCCN1C(=O)C2C(C(=O)Nc3cc(C)cc(C)c3)C3C=CC2(O3)C1C(=O)NC1CCCCC1 (stereo not drawn) | -9 | -10 | -11 | 0 | 2 | -2 | -0.4 | 14 | -0.2

The whole of this part, repeating the preview:
SMILES | TAAR1 antag | OXTR potentiate | CHO parental Ca | M1 antag | CHRM1 agonist | TAAR1 agonist | V1aR counter | CHRM1 PAM | OXTR ag
O=C(NN=Cc1ccccc1C(=O)O)c1cccc(S(=O)(=O)Nc2cccc(C(F)(F)F)c2)c1 | -6 | -7 | -2 | 3 | -3 | 7 | 0.9 | 3 | 1.5
O=C(NCc1ccccc1)C1CCC(CNS(=O)(=O)c2cccs2)CC1 (stereo not drawn) | 14 | -11 | -8 | -17 | -6 | 2 | 2.2 | 15 | 2.1
CC(=O)Nc1ccc(NC(=O)C(C)OC(=O)c2oc3ccccc3c2C)cc1 (stereo not drawn) | -26 | -8 | -21 | 20 | -7 | 6 | -0.4 | -17 | 0.3
O=C(NCCCn1ccnc1)C(=O)Nc1ccccc1 | -29 | -12 | -11 | 2 | -6 | 1 | 0.5 | 2 | 0.4
COc1ccc(CNc2ccc(Cl)cc2)cc1Cn1ccnc1 | 17 | -11 | -21 | -2 | 17* | 5 | 9.0 | -1 | 7.7
COCCCN1C(=O)C2C(C(=O)Nc3cc(C)cc(C)c3)C3C=CC2(O3)C1C(=O)NC1CCCCC1 (stereo not drawn) | -9 | -10 | -11 | 0 | 2 | -2 | -0.4 | 14 | -0.2
Clc1ccc(C2[C@H]3CN(CC4CCCCC4)[C@H](c4ccccc4)C34CC2(c2cccnc2)C4)cn1 (stereo partly drawn) | -5 | 2 | -27 | 23 | -11 | -2 | -0.3 | -21 | -1.7
O=C(COC(=O)/C=C/c1ccc(C(F)(F)F)cc1)Nc1ccc2[nH]c(=O)[nH]c2c1 | 4 | · | · | -3 | 1 | 2 | · | 1 | ·
O=C(c1ccncc1)N1CCN(S(=O)(=O)c2ccc3ccccc3c2)CC1 | -2 | 1 | -14 | -15 | -3 | 2 | 2.2 | 1 | 2.2
O=C(NC1CCS(=O)(=O)C1)/C(=C\c1ccccc1)NC(=O)c1ccccc1 (stereo not drawn) | 7 | -9 | 10 | -2 | -5 | 3 | 0.2 | 5 | -0.2
O=C(CSc1ccc2c(c1)OCCO2)Nc1ccc(N2CCOCC2)cc1 | -4 | -4 | 3 | 10 | -4 | 4 | 1.8 | -6 | 0.0
O=C(Nc1cccnc1)c1ccc([N+](=O)[O-])o1 | 8 | -13 | -3 | -9 | -3 | 0 | 0.8 | 9 | 1.0
Cc1cc(C)cc(OCC(=O)Nc2ccccc2N2CCCCC2)c1 | -20 | -15 | -18 | -6 | -3 | 4 | 0.4 | -4 | -1.6
O=C(NCc1ccc(Cl)cc1)C(=O)NCC1OCCN1S(=O)(=O)c1cccs1 (stereo not drawn) | 11 | -5 | -23 | 0 | -3 | 2 | 0.2 | 1 | -0.1
COc1cc([C@@H]2CC=C(C(=O)O)[C@H](c3ccc(Cl)cc3)N2S(=O)(=O)c2ccc(C)cc2)cc(OC)c1OC | 15 | -11 | -12 | -9 | -3 | 3 | 1.6 | 4 | 0.5
COc1cc2cc[n+](Cc3ccc([N+](=O)[O-])cc3)cc2cc1OC | 5 | -5 | 2 | -7 | -10 | 0 | 0.3 | 10 | -0.4
COC(=O)[C@]1(Cc2ccccc2)N[C@H](CN(C)S(=O)(=O)c2ccc(OC(F)(F)F)cc2)[C@@H]2C(=O)N(Cc3ccccc3)C(=O)[C@@H]21 | -19 | -5 | -12 | -16 | -1 | 8 | 1.2 | 7 | 2.0
O=C(NCc1ccco1)c1ccccc1-c1nc(-c2ccc(F)cc2)no1 | 43 | -5 | -18 | -15 | -1 | 8 | -0.5 | 6 | -2.6
COc1cc(C(=O)Nc2c(C(=O)N3CCOCC3)oc3ccccc23)cc(OC)c1OC | -9 | -6 | -22 | -2 | -2 | 10 | 3.0 | -2 | 1.2
COc1cccc(C(=O)Nc2cnn(C(C)C)c2)c1 | -9 | -2 | -4 | -7 | -2 | 0 | -0.4 | 9 | 1.1
CCOC(=O)C1=NN(c2ccccc2)C2(S1)SC(C(C)=O)=C(C)N2c1ccccc1 (stereo not drawn) | 9 | -22 | -10 | -4 | -3 | 2 | 0.4 | 0 | -2.1
COc1ccc(/C=N/Nc2nonc2N)cc1 | 11 | -2 | -7 | 0 | -4 | 2 | -0.7 | 0 | -1.1
Cc1cc(-c2nnc3n2CCCCC3)c(C)n1-c1ccccc1 | -30 | -10 | -8 | -9 | -11 | 10 | -0.6 | 10 | -0.8
O=C(O)CC(NC(=O)C12CC3CC(CC(C3)C1)C2)c1ccc(Cl)cc1 (stereo not drawn) | -12 | -3 | -5 | 11 | -4 | 1 | 0.9 | -5 | 0.2
COc1ccc2c(c1)CCC(C)N2C(=O)C(=O)c1c[nH]c2ccccc12 (stereo not drawn) | -12 | -6 | -10 | 0 | -1 | -1 | 0.6 | 4 | 2.4
CCOC(=O)N/N=C(/C)c1ccc(N2C(=O)C3CCCCC3C2=O)cc1 (stereo not drawn) | 14 | -10 | 4 | -1 | 0 | 2 | 1.7 | 4 | -0.1
CN1CCN(C2CC(=O)N(CCc3ccccc3)C2=O)CC1 (stereo not drawn) | -22 | 0 | -2 | -17 | -6 | 1 | -0.7 | 4 | 1.6
CCn1nc(NC(=O)c2cccs2)c2cc3ccccc3nc21 | 39 | -6 | -24 | 11 | -6 | 8 | -1.3 | -15 | -2.3
Cc1ccc(C(=O)N2CCCC2)cc1S(=O)(=O)N1CCCCC1 | -13 | -6 | 2 | 1 | -4 | 1 | -0.2 | 0 | -0.8
Cc1ccc2c(O)c(C)c(=O)[nH]c2n1 | 11 | 10 | 5 | -4 | -4 | -2 | -0.1 | 13 | -0.3
CC(=O)Nc1ccc(S(=O)(=O)NNC(=O)c2cccc3ccccc23)cc1 | -19 | -3 | -14 | -12 | -1 | 15 | 0.1 | 13 | 1.2
O=C(CSc1nc2ccccc2s1)NC1CCCC1 | -14 | -1 | -6 | -7 | 1 | 1 | 0.0 | 6 | -2.0
CC1=C(C(=O)Nc2ccccc2)C(c2ccco2)C(C#N)=C(SCc2ccccc2)N1 (stereo not drawn) | · | -15 | -10 | · | · | · | 0.7 | · | -0.8
COc1ccc(C(=O)O/N=C(\N)c2ccccn2)cc1 | -14 | -8 | -5 | 8 | -3 | 3 | 0.6 | -3 | -0.3
CC(C)Oc1ccc(C(=O)Nc2ncn[nH]2)cc1 | -8 | 2 | -12 | -20 | 0 | 0 | 0.4 | 8 | 0.9
CS(=O)(=O)N1CCC(C(=O)N2CCN(c3cccc(Cl)c3)CC2)CC1 | 4 | 3 | -5 | -3 | -14 | 2 | 1.8 | 2 | 0.8
COc1ccc2nc(N3CCOCC3)cc(C)c2c1 | -24 | 9 | 7 | -31 | -8 | -2 | -1.1 | 8 | -2.2
Cc1cc(C(=O)N2CCCC(N3CCN(c4cccc(C(F)(F)F)c4)CC3)C2)n[nH]1 (stereo not drawn) | -43 | -2 | -16 | -13 | -5 | 1 | 1.1 | 6 | -0.5
N#CC1=C(N)NC(SCc2ccc(Br)cc2)=C(C#N)C12CCCCC2 | 27 | -12 | 45* | 13 | 0 | 22 | 6.7 | -4 | 8.0
C/C=C/c1ccc(OCC(O)CNCCc2ccc(OC)cc2)c(OC)c1 (stereo not drawn) | 12 | -18 | -19 | 1 | -3 | 63* | 5.0 | 8 | 8.1
O=C(Oc1ccccc1Cl)C1CCN(C(=O)c2ccc(F)cc2)CC1 | -17 | -8 | -23 | 0 | -2 | 0 | 2.2 | 2 | 1.3
O=C(OCC(=O)N1CCCC1)c1ccccc1C(=O)c1ccccc1 | -15 | 1 | -10 | 10 | -8 | 2 | -0.1 | -6 | 1.7
C=CCn1c(COc2ccc(Cl)cc2)nnc1SCC(=O)N/N=C/c1ccccc1 | -10 | -8 | -20 | -27 | -4 | 7 | -0.8 | 11 | -1.3
CNC(=S)Nc1cccc(C(=O)O)c1 | 7 | -7 | -1 | 3 | -2 | -1 | 0.3 | 3 | 0.8
C[C@H](NC(=O)OC(C)(C)C)c1nnc(SCC(=O)Nc2ccc(Br)cc2)o1 | 10 | -9 | -15 | 0 | -1 | 9 | 7.9 | 5 | 10
Cc1cc2cc(CNC(=O)c3ccc4c(c3)OCO4)ccc2n1C | -6 | -9 | 3 | 3 | -12 | 7 | 0.5 | -12 | 1.2
CC1(C)Oc2ccc3ccc(=O)oc3c2/C(=C/NC2CCCCC2)C1=O | 22 | -10 | -43 | -22 | -7 | 13 | -1.5 | -7 | -2.3
Cc1c(-c2ccccc2)nc2ccccc2c1C(=O)Oc1ccc([N+](=O)[O-])cc1 | 7 | -22 | 14 | -13 | 4 | 7 | 0.2 | 12 | -0.3
O=C(CCC(=O)c1ccc(F)cc1)Nc1cccc(C(F)(F)F)c1 | 3 | -10 | -7 | -8 | -10 | 0 | 10 | 2 | -1.6
COc1ccc(CNC(=O)C2CCC(=O)N(CC3CCCCC3)C2)cc1 (stereo not drawn) | -19 | -5 | -22 | 1 | -1 | 0 | 1.4 | 3 | -0.7
Cc1ccc(-c2nnc(SCc3nc(N)nc(Nc4ccccc4C)n3)n2N)cc1 | 8 | -3 | -20 | -9 | -6 | 4 | 0.3 | -1 | -1.1
